# High-throughput results (PubChem BioAssay)
# mHtt clearance: clearance of mutant huntingtin inclusions, primary screen, imaging, HeLa Exon1htt(103Q)mCFP, confocal imaging | aggregate imaging; zero = plate's median compound well | inhibition, % at 1.5 µM | 47,000 compounds, 0.42% hits;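 active means inhibition of aggregate fluorescence above about 70%, also judged a hit by eye on the cell image, limit read from the data, passing the limit was not always enough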;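 further: cells exposed to compound for three days before fixation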
# mHtt clearance grain fraction: further read-out of mHtt clearance, marked with its call; fraction fluorescence in grains; measured here: aggregate grain fluorescence fraction; hits give low values;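 scaled fraction of total cell fluorescence in grains with unit not stated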
# * hit, by the source's call.
mHtt clearance	mHtt clearance grain fraction	canonical_smiles
-79.1	56.7	Cc1ccc(S(=O)(=O)Nc2cc(C(=O)NCCN(C)C)ccc2N2CCCCC2)cc1
-22.1	21.8	COc1ccccc1/C=C/C1(C(=O)NC2CCCC2)CC(=O)N1c1ccc(C)cc1 (centres undefined)
-71.8	33.4	COCc1nc2ccccc2n1Cc1ccc(Br)cc1
-3.7	16.6	OC(CN1CCN(c2ccccc2)CC1)Cn1c2ccccc2c2ccccc21 (centres undefined)
-22.3	51.9	Cn1ncc2c(Nc3ccc4ccccc4c3)ncnc21
14.4	15.6	O=C(Cc1cccs1)NCc1ccc2c(c1)OCO2
-12.7	44.6	CC(=O)c1c(C)[nH]c(C(=O)CSc2nc3ccc(C)cc3[nH]2)c1C
-33.6	23.8	O=C1CCCN1c1ccc(S(=O)(=O)N2CCN(c3ccccn3)CC2)cc1
-27.3	50.5	CCOP(=O)(OCC)c1nc(/C=C/c2ccccc2)oc1NCc1ccccc1
1.8	16	COc1ccc(CN(C)CC(=O)c2c(N)n(Cc3ccccc3)c(=O)n(C)c2=O)c(OC)c1
-9.8	22.7	CCOC(=O)C1=C(C)NC(C)=C(C(=O)OCC)C1C(=O)OCC(=O)N1CCCCC1CC (centres undefined)
-21.9	22.5	COc1cccc(N2C(=O)C3C(C2=O)C2C=CC3C23CC3)c1 (centres undefined)
-9.3	40.2	CC(C)C1C(C#N)=C(N)Oc2n[nH]c(-c3cccs3)c21 (centres undefined)
-10.3	51	O=c1[nH]c(=O)n(C2CCCCCC2)c(O)c1C=NCc1ccc(F)cc1
47.1	18.1	Cc1cc(C(F)(F)F)nn1CC(=O)Nc1cccnc1
41.2	10.6	CC(=O)c1ccc(NC(=O)CCc2c(C)nc3ncnn3c2C)cc1
-31.2	25.5	O=C(Nc1ccccc1)c1cccnc1Nc1ccccc1
-20.8	42.3	CCOC(=O)c1c(N)n(CCOC(=O)c2cccs2)c2nc3ccccc3nc12
30.4	11.6	CN1CCN(C(=O)c2cc3nc(-c4ccccc4)cc(C(F)(F)F)n3n2)CC1
-20.8	44.4	COCCCNC(=O)c1c(N)n(/N=C/c2ccccn2)c2nc3ccccc3nc12
10.8	17	Cc1nc2ccc(S(=O)(=O)NCC(=O)N3CCc4ccccc4C3)cc2s1
0.2	18.7	CCCCNC(=O)c1cc(-c2ccc(F)cc2)on1
20.6	29.8	COc1cc(OC)cc(C(=O)N2CCCc3ccccc32)c1
0.5	17.7	CCn1c(SCC(=O)NCC2CCCO2)nnc1-c1ccccc1 (centres undefined)
2.6	32.6	NC(=O)c1ccc(C(F)(F)F)n(Cc2c(Cl)cccc2Cl)c1=O

# (further entries)
mHtt clearance	mHtt clearance grain fraction	canonical_smiles
-156.9	134	Cc1ccc(C)c(N2CCN(S(=O)(=O)c3ccc4c(c3)CCN4C(=O)CCC(=O)O)CC2)c1
19.9	29.9	COc1ccccc1N1CCN(Cc2ccc(OC)c3ccccc23)CC1
11.8	38.1	O=S(=O)(c1ccc(Cl)cc1)c1ccccn1
43.6	10.8	COc1ccc(NC(=O)C(F)(OC)C(F)(F)F)c(OC)c1 (centres undefined)
30.1	14	N#Cc1c(NC(=O)c2ccc(Cn3cc(Br)cn3)o2)sc2c1CCCCCC2
-4.8	41.1	COc1ccc(OCC(O)Cn2c(Nc3ccccc3)nc3c2c(=O)n(C)c(=O)n3C)cc1 (centres undefined)
-12.6	38.4	COC(=O)c1ccccc1NC(=O)CN1CCC(C(=O)c2ccc3c(c2)OCCO3)CC1
-33.4	52.6	CCN1CCc2c(C#N)c(N3CCOCC3)nc(NCCO)c2C1
39.4	10.9	CCC(=O)N(CC)c1nc(-c2ccc(OC)cc2)cs1
-12.1	23.5	O=C(NC1CCCC1)C(c1ccc(O)cc1)N(CC1CCCO1)C(=O)C1COc2ccccc2O1 (centres undefined)
-51.7	59.2	COc1ccc(S(=O)(=O)N2CCCC2C(=O)Nn2cnnc2)cc1 (centres undefined)
-24.1	48.6	c1cnc(N2CCN(c3nc4ccccc4n4cnnc34)CC2)nc1
29.8	14.4	O=C(CCn1[nH]c(=O)c2ccccc2c1=O)OC1CCCCC1
1.0	19.2	CS(=O)(=O)N(CC(=O)NCc1ccco1)Cc1ccc(Cl)cc1
6.5	34.7	CCc1nnc(NC(=O)CCC(=O)N2CCN(Cc3ccccc3)CC2)s1
-36.9	29.4	Cn1c(=O)c(=O)n(C)c2cc(S(=O)(=O)N3CCC(N4CCCCC4)CC3)ccc21
0.1	40.5	O=C(NCCO)c1c(O)c2cccc3c2n(c1=O)CC3
-2.4	37.2	CCc1c(C)c(C#N)c2nc3ccccc3n2c1Nc1c(C)n(C)n(-c2ccccc2)c1=O
-25.7	25.1	COc1ccc(C(C(=O)NC2CCCC2)N(C(=O)c2ccco2)c2ccc(OC)c(OC)c2)cc1 (centres undefined)
7.4	32.5	CC(C)CCNC(=O)CN(C(=O)Cn1nnc(-c2ccc(F)cc2)n1)C1CCCC1
43.1	21.7	CSc1nnc(-c2ccccc2)c(=O)[nH]1
10.6	27.6	Cc1oc(-c2ccccc2F)nc1CS(=O)(=O)CC(=O)N1CCCCCC1
48.4	22.4	Cn1c(/C=C/c2ccc([N+](=O)[O-])o2)nc2ccccc2c1=O
18.5	34.9	Cc1cc(C)c(NC(=O)CN2C(=O)NC3(CCCCC3)C2=O)c(Cl)c1
-10.7	22.1	O=C(CNS(=O)(=O)c1ccc(Br)s1)N1CCN(c2ncccn2)CC1

# (list continues)
mHtt clearance	mHtt clearance grain fraction	canonical_smiles
3.8	19.1	COc1ccc(NC(=O)CN2CCN(c3ccccc3Cl)CC2)cc1
-35.6	49.8	COc1ccc(-c2cc3nc(C)cc(NCCO)n3n2)cc1
-24.0	20.4	O=c1[nH]c2ccc(Cl)cc2c(=O)n1Cc1ccco1
-5.1	37.6	CCOC(=O)C1CCN(C(=O)C2CCN(S(=O)(=O)c3cccc4cccnc34)CC2)CC1
9.9	16.7	COc1ccccc1NC(=O)CSc1nnc(-c2ccncc2)o1
7.5	18.4	CCOC(=O)C1CCCN(C(=O)c2cccs2)C1 (centres undefined)
-0.9	43.8	CC(=O)OCC(=O)NCc1ccc2c(c1)OCO2
8.3	34.9	CCOCCCNC(=O)C(NC(=O)CC1NC(=O)NC1=O)c1ccc(Cl)cc1 (centres undefined)
-1.5	20.5	CCOC(=O)N1CCN(c2nnnn2-c2ccccc2)CC1
9.4	17.9	COC(=O)C1=C(C)NC2=C(C(=O)CCC2)C1c1cccs1 (centres undefined)
5.6	16.9	Cc1ccc(NC(=O)N2CCCC2C(=O)NCCC2=CCCCC2)cc1 (centres undefined)
-0.6	20.1	Cc1ccc2c(c1)NC(=O)CC(c1ccccc1)=N2
-4.4	35.5	Cc1cc(C(=O)N2CCc3ccccc32)c2cc(F)ccc2n1
18.4	30.7	COc1cccc(/C=N\Nc2nncc(-c3ccccc3)n2)c1
-37.8	27.6	Cc1ccc(C(C)C)c(OCc2nnc(SCC(=O)Nc3nccs3)n2C)c1
18.9	16.8	Cc1occc1-c1nnc(SCC(=O)c2ccccc2)n1CC1CCCO1 (centres undefined)
-50.1	29.2	CCOC(=O)c1ccccc1NC(=O)c1nc2nccc(C)n2n1
22.6	15.1	CCCCOC(=O)CCc1nc2ccccc2[nH]c1=O
33.7	13.6	CSc1ccccc1C(=O)Nc1ncc(C)s1
-19.8	47	C=CCc1ccc(OCC(O)COCC)c(OC)c1 (centres undefined)
-16.4	39	Cc1csc(SCc2ccccc2C(=O)O)n1
-98.7	38.9	O=C1CC(c2ccco2)Cc2nc(N3CCc4ccccc4C3)ncc21 (centres undefined)
-25.0	46	CN(C(=O)c1cccnc1)c1nc(-c2ccccc2)cs1
23.0	18.2	CC(C)CCNC(=O)NC(=O)Cn1cc(C(F)(F)F)ccc1=O
-21.5	22.8	CSc1ccccc1NC(=O)CSc1nnnn1-c1ccccc1SC

# Following part.
mHtt clearance	mHtt clearance grain fraction	canonical_smiles
8.5	31.7	O=C(Nc1ccccc1C(=O)NCc1ccco1)c1ccco1
-5.7	42.5	CCNC(=O)c1c(NC(C)=O)sc2c1CCCC2
41.2	22.2	CCOC(=O)c1c(C)nc2c(C)cccn12
-29.0	23.5	COc1ccc(C(c2nnnn2Cc2cccs2)N2CCN(c3ccccc3)CC2)cc1OC (centres undefined)
3.4	36.8	O=C(CCNS(=O)(=O)c1cccc2nsnc12)N1CC(=O)N(CCc2ccccc2)C(=O)C1
26.9	12.3	COc1ccc(CC(=O)Nc2c3c(nn2-c2cccc(C)c2C)CS(=O)C3)cc1 (centres undefined)
5.2	19.1	C=CCNC(=O)C12CC3(C)CC(C)(CC(C)(C3)C1)C2
-2.0	19.5	Cc1cc(C)n(-c2ccc(C(=O)Oc3ccc4c(c3)OCO4)cc2)n1
-9.2	25.8	O=c1[nH][nH]c(C(F)(F)F)c1C=NCc1ccc(Cl)cc1
8.9	17.1	c1nc(N2CCOCC2)c2sc3nc(N4CCOCC4)c4c(c3c2n1)CCCC4
24.6	26.4	Cc1nn(-c2ccccc2)c(Oc2ccc(F)cc2)c1/C=N/n1cnnc1
-25.8	49.6	CCNC(=O)c1nc[nH]c1C(=O)NCC
9.0	27.2	c1ccn2c(SCc3ccc4c(c3)OCO4)nnc2c1
13.6	37.5	COc1ccc(C(=O)Cn2c(Br)nc3c2c(=O)n(C)c(=O)n3C)cc1
-34.5	24.8	Cc1nc(=O)cc(-c2ccccc2)n1-c1ccccc1
37.6	11	CCn1c2c(c3cc(OCC(C)C)ccc31)CCCC2=O
3.2	19.6	Cc1nc2ccccc2nc1OCC(=O)N1CCN(c2ccccc2)CC1
7.5	36.5	CCC(NC(=O)Nc1ncccc1C)(C(F)(F)F)C(F)(F)F
32.7	12.9	O=C(CSc1ccccn1)Nc1nncs1
29.5	30.6	C=CCNC(=O)c1cc(Cl)ccc1Cl
-29.4	26.4	Cc1csc(NC(=O)c2cccc(S(=O)(=O)N3CCCCC3)c2)n1
21.2	28.6	Cc1ccc(SCCC(=O)N2CCC(C(N)=O)CC2)cc1
-42.0	31.1	O=C1c2sc3nc4c(c(=O)n3c2C(=O)N1c1ccccc1)CCC4
41.8	13.6	Cc1cc(C)c2nc(C(F)(F)F)nc(NCCCN3CCOCC3)c2c1
10.9	15.5	Cc1cc(C)c2nc(N3CCC(C(=O)N4CCN(c5ncccn5)CC4)CC3)sc2c1

# (continued)
mHtt clearance	mHtt clearance grain fraction	canonical_smiles
-3.8	30.4	Cn1c(Cc2cccc3ccccc23)nnc1SCC(=O)N1CCN(c2ccccc2)CC1
-39.7	46.8	Cc1ccc(Nc2nc(N)nc(CN3CCN(c4ccccc4F)CC3)n2)cc1
3.6	32	O=C(Nc1ccccc1N1CCN(c2ccccc2)CC1)c1cccc(F)c1
44.4	10.7	Cc1ccc(S(=O)(=O)NCC(=O)N(CC(=O)NCc2ccccc2)CC2CCCO2)cc1 (centres undefined)
36.6	20.8	CCc1ccccc1N(CC)C(=O)c1cn(CC)c(=O)c2cc(OC)c(OC)cc12
-14.5	49.7	CC(=O)Nc1c(C(=O)N2CCOCC2)cnn1-c1ccc(C)c(C)c1
-52.2	27.4	COc1ccc(NC(=O)C2C3C=CC(C3)C2C(=O)NCc2ccco2)c(OC)c1 (centres undefined)
-5.0	20.8	COC1CCCCC1Nc1cc(C)cc(C)c1 (centres undefined)
38.2	11.9	O=C(NCC(c1cccnc1)N1CCN(c2ccc(F)cc2)CC1)c1ccc(F)cc1 (centres undefined)
16.7	28.7	O=C(COc1ccccc1)Nc1ccc(S(=O)(=O)NCc2ccco2)cc1
-37.7	25.4	CCOC(=O)c1ccc(Nc2nc(C)cc(C)c2C#N)cc1
-39.7	28.7	O=C(O)C1CC=CCC1C(=O)Nc1cccc(C(=O)N2CCCCC2)c1 (centres undefined)
-12.4	22.6	O=C(O)c1oc2ccc(Br)cc2c1-n1cccc1
-174.9	92.2	COc1cc(Nc2nc3ccccc3n3nnnc23)cc(OC)c1OC
12.5	35.6	Cc1c(Cl)cccc1-c1ccc(C(=O)N2CCN(c3ccc([N+](=O)[O-])cc3)CC2)o1
-52.6	29.6	CC(=O)Nc1ccc(S(=O)(=O)NC2(C(F)(F)F)NC(=O)N(C3CCCCC3)C2=O)cc1 (centres undefined)
-40.6	52.9	CC(=O)c1c(O)cc(=O)n(-c2ccccc2)c1-c1cccc2ccccc12
16.8	13.8	CCSc1nc2ccccc2n1CC(=O)OC
-26.1	45.7	O=S(=O)(c1ccc(Nc2ccc3c(c2)OCO3)nc1)N1CCOCC1
-71.1	33.8	Cc1c(NC(=O)c2cc3nc(-c4ccc(Cl)cc4)cc(C(F)(F)F)n3n2)c(=O)n(-c2ccccc2)n1C
33.4	12.3	O=S(=O)(Nc1ccc(S(=O)(=O)N2CCCCC2)cc1)c1ccc(Br)s1

# Record cards, as listed above.
# CC(C)C1C(C#N)=C(N)Oc2n[nH]c(-c3cccs3)c21 (centres undefined) reads mHtt clearance: -9.3; mHtt clearance grain fraction: 40.2
# CC(C)CCNC(=O)CN(C(=O)Cn1nnc(-c2ccc(F)cc2)n1)C1CCCC1 reads mHtt clearance: 7.4; mHtt clearance grain fraction: 32.5

# Compounds above containing an aryl thioether with sulfur outside any ring:
mHtt clearance	mHtt clearance grain fraction	canonical_smiles
-12.7	44.6	CC(=O)c1c(C)[nH]c(C(=O)CSc2nc3ccc(C)cc3[nH]2)c1C
0.5	17.7	CCn1c(SCC(=O)NCC2CCCO2)nnc1-c1ccccc1 (centres undefined)
43.1	21.7	CSc1nnc(-c2ccccc2)c(=O)[nH]1
9.9	16.7	COc1ccccc1NC(=O)CSc1nnc(-c2ccncc2)o1
-37.8	27.6	Cc1ccc(C(C)C)c(OCc2nnc(SCC(=O)Nc3nccs3)n2C)c1
18.9	16.8	Cc1occc1-c1nnc(SCC(=O)c2ccccc2)n1CC1CCCO1 (centres undefined)
33.7	13.6	CSc1ccccc1C(=O)Nc1ncc(C)s1
-16.4	39	Cc1csc(SCc2ccccc2C(=O)O)n1
-21.5	22.8	CSc1ccccc1NC(=O)CSc1nnnn1-c1ccccc1SC
9.0	27.2	c1ccn2c(SCc3ccc4c(c3)OCO4)nnc2c1
32.7	12.9	O=C(CSc1ccccn1)Nc1nncs1
21.2	28.6	Cc1ccc(SCCC(=O)N2CCC(C(N)=O)CC2)cc1
-3.8	30.4	Cn1c(Cc2cccc3ccccc23)nnc1SCC(=O)N1CCN(c2ccccc2)CC1
16.8	13.8	CCSc1nc2ccccc2n1CC(=O)OC

# A portion of the library; count on the stated rates, not on these rows.
